From PubChem
BCR signal inh = inhibitors of chronic active B-cell receptor signaling | ABC-DLBCL IkBa-CBG/CBR reporter, luminescence ratio, 4 h | AID 493014 | Potency, µM (highest dose often 46.1 µM), for the others: at the highest dose ratio change, negative = lower green/red ratio, usual class: inhibitors | 340,000 compounds, 0.05% hits; active = well fitted inhibition curve with a large enough effect in the signal ratio, with a control signal flat, not every such curve was filed as active; inconclusive = small, poorly fitted or top-dose-only effect, or effect the other way, or a change in a side signal; the % refers to the signal ratio;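 note: potency is the fitted concentration of half-maximal effect; plate controls were basal doxycycline-induced cells for no effect and cells given 10 µM MG132 for full effect; MG132 reads +100%, hits lower the ratio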
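Compounds up to 46 uM were incubated four hours with TMD8 cells whose green CBG68 luciferase is fused to IkappaBalpha; red CBR luminescence normalised the signal, and concentration-effect curves were fitted to fusion, red and ratio data.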
uPA generation = inhibitors of cell surface uPA generation. cell surface uPA generation assay, qHTS. Potency, µM (top dose mostly 38.3 µM), inactives show at the top dose activity change, negative = inhibition, hits mostly inhibitors. 330,000 compounds, 0.31% hits. AID 540303; active = well fitted inhibition curve with a large enough effect; inconclusive = small, poorly fitted or top-dose-only effect; inactive = no such curve, though single readings can be large or run the other way; tested in mouse RAW 264.7 cells; note: potency is the fitted concentration of half-maximal effect; nearly all actives have a fitted effect of over 55% in size
GALK inhibitor = inhibitors of human galactokinase. Purified GALK, Kinase-Glo residual ATP luminescence. Potency, µM (series often up to 57.5 µM), without a hit: at the top dose activity change, negative = inhibition, hits mostly inhibitors. 270,000 compounds, 0.007% hits; note: potency is the fitted concentration of half-maximal effect
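GALK at 5 nM final was combined with compound, 35 uM ATP and 100 uM galactose in HEPES pH8.0 with MgCl2 and DTT. The reaction ran one hour at room temperature before luminescent ATP detection.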
Giardia killer = Giardia lamblia killing; 340,000 compounds, 0.15% hits; Giardia lamblia trophozoite viability; activity change, % at 7.66 µM, hits read low; AID 540267; in the data active = activity change below about -80%; inconclusive = between about -30% and that limit;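 note: parasites exposed to compound for two days anaerobically before the ATP read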
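Media and compound were dispensed first, then trophozoites at 100 cells/well; plates sat 48 hrs at 37 deg C without oxygen before ATP luminescence reagent was added and read after 15-30 min at room temperature.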
hERG WT inh = KCNH2 (human, wildtype) channel inhibition | U2OS, BacMam KCNH2, thallium flux FluxOr; hits give low values | activity change, % at 1.84 µM | Q12809 | 340,000 compounds, 0.37% hits;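 active = maximum activity change below -70%; inconclusive = maximum activity change between -70% and -50%; inactive = maximum activity change above -50%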
Target sequence (Q12809 whole entry, looked up): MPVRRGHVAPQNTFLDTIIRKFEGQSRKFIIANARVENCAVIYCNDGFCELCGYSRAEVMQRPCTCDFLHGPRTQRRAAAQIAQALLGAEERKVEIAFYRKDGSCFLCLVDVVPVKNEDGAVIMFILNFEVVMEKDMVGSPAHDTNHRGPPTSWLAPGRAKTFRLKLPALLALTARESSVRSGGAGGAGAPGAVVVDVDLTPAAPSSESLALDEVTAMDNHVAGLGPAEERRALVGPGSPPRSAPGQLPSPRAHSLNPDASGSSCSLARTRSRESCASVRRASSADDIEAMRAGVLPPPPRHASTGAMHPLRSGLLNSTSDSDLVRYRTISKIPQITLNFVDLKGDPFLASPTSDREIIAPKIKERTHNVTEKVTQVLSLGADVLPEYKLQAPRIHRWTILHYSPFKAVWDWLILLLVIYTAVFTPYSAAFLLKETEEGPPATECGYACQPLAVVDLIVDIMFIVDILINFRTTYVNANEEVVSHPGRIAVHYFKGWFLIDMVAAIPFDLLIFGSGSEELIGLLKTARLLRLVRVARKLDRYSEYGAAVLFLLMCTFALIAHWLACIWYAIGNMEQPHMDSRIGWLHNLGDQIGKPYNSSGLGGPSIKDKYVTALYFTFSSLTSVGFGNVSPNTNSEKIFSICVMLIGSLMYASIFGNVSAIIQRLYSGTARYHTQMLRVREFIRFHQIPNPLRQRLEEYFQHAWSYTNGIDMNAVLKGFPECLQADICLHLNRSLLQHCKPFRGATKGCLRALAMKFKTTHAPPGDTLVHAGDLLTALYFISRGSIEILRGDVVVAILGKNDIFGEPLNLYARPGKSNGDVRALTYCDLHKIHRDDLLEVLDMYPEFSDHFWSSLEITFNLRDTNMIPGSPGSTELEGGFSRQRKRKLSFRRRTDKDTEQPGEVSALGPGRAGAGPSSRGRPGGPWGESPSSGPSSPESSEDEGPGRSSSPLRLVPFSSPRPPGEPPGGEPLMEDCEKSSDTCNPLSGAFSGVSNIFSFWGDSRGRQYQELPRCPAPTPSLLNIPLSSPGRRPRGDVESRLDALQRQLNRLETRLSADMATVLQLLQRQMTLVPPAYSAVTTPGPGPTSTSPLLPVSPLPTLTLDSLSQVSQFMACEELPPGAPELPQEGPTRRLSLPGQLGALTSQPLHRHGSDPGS
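U2OS cells were transduced with wild-type KCNH2 virus (2.03 x 10^8 / mL) for 4 h at room temperature, then cultured overnight at 37 C. Thallium flux was read with FluxOr dye. Rate constants were normalized to DMSO controls.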
Eya2 inh = Eya2 (human) phosphatase inhibition; O00167; recombinant Eya2, OMFP fluorescence dephosphorylation (OMFP is methylfluorescein phosphate); Potency, µM (highest dose often 76.9 µM), for the others: at the top dose activity, negative = inhibition, actives largely listed as inhibitors; 330,000 compounds, 0.006% hits; note: potency is the fitted concentration of half-maximal effect
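Eya2 protein (added as 0.2 uM solution) was preincubated with compound for 10 min at ambient temperature in 50 mM HEPES pH 7.5, 50 mM NaCl, 5 uM MgCl2, 0.05% BSA, 1 mM DTT. OMFP (added at 50 uM) then reacted 10 min; fluorescence read at 485/525 nm.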
Coupling enz = inhibits coupling enzyme system, counter-screen for aldolase hits; coupling enzyme system counterscreen, AmpLite Red fluorescence; activity change, negative = inhibition, % at 58.2 µM, hits read low; 290,000 compounds, 0.67% hits; AID 2472; in the data active = activity change below about -30%
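Final compound at 57.5 uM, incubated 10 min at RT with coupling enzyme reagent (glyceraldehyde-3-phosphate), then 20 min with substrate and AmpLite Red detection. Fluorescence read at 525/598 nm; tests interference with the coupling assay, not aldolase inhibition.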
USP2a block = USP2a (human) protease inhibition; 330,000 compounds, 0.01% hits; USP2 core, Ub-CHOP2 coupled fluorogenic reporter, 485/531; Potency, µM (top dose mostly 38.3 µM), without a hit: top-dose activity change, negative = inhibition, hits mostly inhibitors;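 note: potency is the fitted concentration of half-maximal effect; plate controls were DMSO wells for no effect and full inhibition by NEM control for full effect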
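Cell-free coupled assay: 10nM USP2 core preincubated 30min RT with compound in Tris-HCl pH 8.0/CaCl2/CHAPS buffer, then 25nM Ub-CHOP2 and 25nM reporter substrate; fluorescence (Ex 485/Em 531) read after 60min RT, normalized to NEM inhibition, concentration-response curves fitted.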
PKM2 act = PKM2 (human) enzyme activation; purified PKM2, Kinase-Glo ATP luminescence, activation; response scale: 0% is enzyme alone, no compound; 260,000 compounds, 0.34% hits; Potency, µM (titrated, usually from 57.5 µM), inactives show top-dose activation, usual class: activators; AID 1631; P14618; note: potency is the fitted concentration of half-maximal effect; nearly all actives have a fitted effect of over 55% in size
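ATP formation by purified human PK-M2, quantified via coupled luciferase luminescence after 1 h at room temperature with 0.1 mM ADP and 0.5 mM PEP final.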
KCNH2 3.1 inh = KCNH2 3.1 (human) potassium channel inhibition; U2OS KCNH2 3.1, thallium flux FluxOr; hits give low values; activity change, % (tested at about 1.8 µM); 340,000 compounds, 0.95% hits;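 active = maximum activity change below -70%; inconclusive = maximum activity change from -70% to -50%; inactive = maximum activity change above -50%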;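 note: thallium influx rate constant from kinetic fluorescence after stimulation buffer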
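FluxOr-based Tl+ influx in U2OS cells transduced with KCNH2 3.1 virus; rate constants normalized to DMSO controls.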
B2AR arrestin = recruits beta-arrestin to the human beta2-adrenergic receptor. P07550. beta-arrestin recruitment to beta2AR, cell-based reporter. Potency, µM (top dose mostly 46.1 µM), for the others: top-dose activation, hits mostly activators. 330,000 compounds, 0.02% hits;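 note: potency is the fitted concentration of half-maximal effect; 0% = DMSO controls and full agonism = EC100 isoproterenol or metaproterenol; nearly all actives have a fitted effect of over 65% in size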
Active calls of the source: *; ? = inconclusive; . = no result given; [ ] = dose if it differs, or a comment. Unless noted, calls come from the whole dose curve; as a rule, active = well fitted curve in the direction sought with a large enough effect; inconclusive = small, poorly fitted or top-dose-only effect, or another doubt; inactive = no such curve, though single readings can be large; an effect the other way counts as inactive or inconclusive. Unless noted, % is set by controls: 0 for no effect and ±100 for the full control effect. The order is random (roughly 2.4% active in at least one column).

no. | molecule | KCNH2 3.1 inh | B2AR arrestin | PKM2 act | USP2a block | Coupling enz | Giardia killer | uPA generation | hERG WT inh | Eya2 inh | GALK inhibitor | BCR signal inh
1 | CCOC(=O)C1=C(CS(=O)(=O)c2ccc(C)cc2)NC(=O)NC1c1cc(OC)c(O)c(OC)c1 (configuration not stated) | 11 | -0.9% | 9%[0.46 µM] | 1% | -2 | 17 | -2% | 11 | 3% | -2% | 9%
2 | Cc1nonc1OCCNc1ccc([N+](=O)[O-])cc1 | 7 | -0.4% | 0% | 3% | 0 | -2 | 3% | -11 | 4% | . | 6%
3 | COc1ccc(NC(=S)Nc2cccnc2)c(OC)c1 | -8 | -1.8% | 7% | 2% | -1 | -21 | -4% | -10 | 1% | 3% | -2%
4 | Cc1cc(=O)n2[nH]c(-c3ccc(Cl)cc3)cc2n1 | 7 | 0.1% | -7% | -3% | -1 | -14 | -10% | 0 | -13% | 0% | ?
5 | Cc1ncc([N+](=O)[O-])n1CCN1C(=O)c2ccccc2C1=O | -9 | 0.2% | . | 2% | 3 | ? | 7% | -3 | 19% | 0% | -1%
6 | CN(C)S(=O)(=O)c1ccc2c(c1)/C(=C/c1cc3c([nH]1)CCCC3)C(=O)N2 | -7 | -0.1% | . | 17% | . | 14 | ? | 0 | ? | . | ?
7 | COc1cc(Cl)c(C)cc1NC(=O)COC(=O)c1cc(SC)ccc1Cl | 10 | -0.6% | 15% | 2% | -6 | 8 | 3% | -2 | 2% | -5% | -6%
8 | Cc1cc(C(=O)N/N=C(\CCC(=O)O)c2cccs2)c2ccccc2n1 | 5 | 0.3% | -3% | 2% | 7 | ? | -7% | -5 | 11% | 1% | ?
9 | Cc1c(NC(=O)CSc2nnc(-c3cccc(Cl)c3)o2)c(=O)n(-c2ccccc2)n1C | 8 | -0.1% | -5% | 0% | -2 | 2 | 7% | 9 | -23% | -2% | 5%
10 | CCOC(=O)Nc1nc2ccccc2s1 | 16 | 0.4% | -11% | 3% | -3 | 0 | 0% | 2 | 6% | -4% | ?
11 | CCc1nnc(NC(=O)CCC(=O)NCc2ccccc2Cl)s1 | 8 | 0.1% | . | -2% | 0 | -20 | -6% | -5 | -18% | -3% | 1%
12 | COc1ccc(C2N(C(=O)CN3CCCC3)CCCN2S(=O)(=O)c2ccccc2)cc1 (configuration not stated) | -2 | 0.3% | -3% | -2% | 3 | 6 | -3% | -4 | -16% | 4% | -27%
13 | O=C1CC(c2ccccc2)c2c(O)cc(O)cc2O1 (configuration not stated) | 1 | -0.1% | -1% | -2% | -1 | 0 | 3% | 3 | 5% | 0% | -2%
14 | Cc1ccn2c(NC3CCCCC3)c(-c3cccc(SC4CCCCC4)c3)nc2c1 | -18 | 0.5% | . | 5% | . | 4 | 4% | -8 | 22% | . | 0%
15 | COc1ccc([N+](=O)[O-])cc1NS(=O)(=O)c1cc(C(=O)O)ccc1OC | 9 | 9.4% | -2% | -2% | 0 | 20 | -6% | -3 | -5% | -2% | ?
16 | CCN(CCCC(=O)c1ccc(F)cc1)CCc1ccccc1 | -90* | -0.2% | 0% | 1% | -1 | 5 | -3% | ? | 11% | 0% | 8%
17 | O=C(COC(=O)Cc1ccc(Cl)cc1)NCc1ccc(F)cc1 | -12 | -0.2% | . | 0% | . | 8 | -1% | 2 | -1% | . | 4%
18 | Cc1cc(Cl)ccc1OCCn1cncn1 | -2 | -0.1% | 27% | 1% | 1 | 20 | 1% | -9 | -9% | 4% | ?
19 | CC(C)c1ccc(NC(=O)CCNC(=O)Cn2ccc3ccccc3c2=O)cc1 | 3 | -0.4% | -11% | 0% | -2 | 67[activator] | 1% | -2 | -2% | -6% | 7%
20 | COC(=O)/C(=C/c1cn(C)c2ccccc12)[N+](=O)[O-] | . | -0.6% | 4% | -2% | -18 | . | . | . | 5% | 0% | -5%
21 | CS(=O)(=O)N(CC(=O)N1CCCC1)c1cc(Cl)ccc1Cl | 9 | -0.4% | 5% | -1% | 5 | 11 | -1% | -3 | 2% | 2% | -1%
22 | CCOC(=O)Cc1c(C)c2ccc(N(CC)CC)cc2oc1=O | 2 | 7.2% | -2% | -2% | 0 | 9 | -5% | -7 | -23% | 3% | 12%
23 | COc1ccc(OC)c(C(=O)c2ccccn2)c1 | 0 | -1.2% | 0% | -1% | -1 | 18 | 2% | -3 | 10% | 2% | -5%
24 | Cc1ccccc1NC(=O)/C(=C\c1cccs1)NC(=O)c1ccccc1 | 1 | -0.8% | -2% | -4% | 7 | -6 | -4% | -2 | -35% | -1% | -4%
25 | COc1cc(/C=N/OCC(=O)NC2CCS(=O)(=O)C2)ccc1OC(F)F (configuration not stated) | -2 | 0.2% | 0% | 0% | -2 | 9 | -9% | -3 | -1% | 11% | -9%

Continued, starting with the last 2 of the part before.
no. | molecule | KCNH2 3.1 inh | B2AR arrestin | PKM2 act | USP2a block | Coupling enz | Giardia killer | uPA generation | hERG WT inh | Eya2 inh | GALK inhibitor | BCR signal inh
24 | Cc1ccccc1NC(=O)/C(=C\c1cccs1)NC(=O)c1ccccc1 | 1 | -0.8% | -2% | -4% | 7 | -6 | -4% | -2 | -35% | -1% | -4%
25 | COc1cc(/C=N/OCC(=O)NC2CCS(=O)(=O)C2)ccc1OC(F)F (configuration not stated) | -2 | 0.2% | 0% | 0% | -2 | 9 | -9% | -3 | -1% | 11% | -9%
26 | CSc1ccccc1OCc1cc(C(=O)NCCN2CCCC(O)C2)no1 (configuration not stated) | 2 | -0.2% | 2% | -3% | . | -8 | 1% | 2 | 4% | -1% | 0%
27 | CSCC(CO)NS(=O)(=O)c1ccc(C)cc1 (configuration not stated) | 2 | 0.3% | 0% | 1% | 6 | -2 | 0% | -8 | 2% | -1% | 4%
28 | O=C(CSc1nnc(CNC(=O)c2ccco2)o1)Nc1ccc(F)cc1F | -2 | 0.0% | . | 2% | . | 23 | -2% | 2 | 0% | -6% | 5%
29 | Cc1ccc(CNC(=O)CS(=O)(=O)c2ccccc2)cc1 | -12 | 0.0% | -5% | 3% | -4 | -14 | -4% | . | -5% | 0% | 1%
30 | Cc1cc(C2(c3ccc(O)c(C)c3)C(=O)Nc3ccccc32)ccc1O | 1 | -0.2% | -6% | -3% | -10 | -9 | 18% | 0 | -9% | -2% | 5%
31 | CN(C)C(=O)CSc1nnc(-c2ccc(F)cc2)c2ccccc12 | -4 | 0.3% | -1% | -3% | 1 | 36[activator] | -26% | -4 | -8% | -3% | -21%
32 | Cn1cc(CCC(=O)N2CCCC(CCC(=O)NCc3ccc(F)c(F)c3)C2)cn1 (configuration not stated) | -9 | 2.6% | -2% | 0% | 0 | 4 | -20% | 1 | 6% | 3% | 3%
33 | CCC(=O)N1c2ccc(S(=O)(=O)N3CCN(C)CC3)cc2CC1C (configuration not stated) | -9 | -0.2% | . | 0% | 1 | 39[activator] | 6% | -9 | 4% | 3% | 2%
34 | CCC(C)[C@H](NC(=O)N1CC(=O)Nc2ccccc21)C(=O)N1CCC(C(=O)O)CC1 (some centres not stated) | 36 | -0.9% | . | 3% | . | 4 | 17% | -25 | 6% | 7% | -8%
35 | Cc1ccccc1CNC(=O)CN(c1ccccc1Cl)S(C)(=O)=O | 4 | -1.0% | -1% | 0% | 2 | -22 | 10% | -7 | -3% | -4% | 0%
36 | CC1=NN(Cc2ccccc2)C(=O)C1C(c1ccc(Cl)cc1)C(C#N)C#N (configuration not stated) | . | -1.3% | 13% | 0% | 4 | -7 | -8% | . | 1% | 0% | 21µM*
37 | O=C(Nc1ncccn1)C1=C(O)c2ccccc2S(=O)(=O)N1Cc1ccccc1 | 9 | -0.1% | . | 5% | -4 | 1 | 5% | 8 | 8% | 2% | 1%
38 | Cc1cc(C)nc(NC(=O)c2ccc(C)c(C)c2)n1 | 5 | 0.5% | -20% | 0% | 0 | -2 | 1% | -19 | -7% | 4% | -2%
39 | O=C(c1cccnc1)C1CCCN(Cc2nc(Cc3ccccc3F)no2)C1 (configuration not stated) | -24 | -0.1% | -10% | 1% | -1 | -9 | -1% | 3 | 4% | 6% | -1%
40 | NC(=O)N/N=C/c1cccc(C(F)(F)F)c1 | -3 | 0.3% | 7% | -1% | -3 | ? | -78% | -2 | 1% | 1% | -11%
41 | O=C(c1c(F)cccc1F)N1CCN(c2cccc(C(F)(F)F)c2)CC1 | 3 | -0.4% | 6% | -1% | 5 | 4 | -5% | 1 | -5% | 5% | 0%
42 | COc1ccc(-c2nnc3ccc(SCC(=O)NCc4ccco4)nn23)cc1 | 7 | -0.4% | 4% | 0% | 0 | 9 | . | -7 | 4% | 0% | -6%
43 | Oc1c(Cl)cc(Cl)cc1/C=N/c1ncn[nH]1 | 5 | -0.8% | . | -2% | -7 | 9 | -11% | 3 | -7% | -3% | -6%
44 | COc1ccc(CC(=O)Nc2c3c(nn2-c2cccc(C)c2C)CS(=O)C3)cc1OC (configuration not stated) | 2 | 0.0% | -1% | -1% | -1 | 4 | -3% | -2 | -5% | -2% | -4%
